Screens: PubChem, Fisher Drug Discovery Resource Center
hcGAS inh – blocks human cGAS activity. recombinant h-cGAS, ATP depletion, Kinase-Glo luminescence. Q8N884. AID 1259398. hit rate 0.081% among 290,000. inhibition, % at 12.5 µM;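 note: 0% = vehicle reaction and 100% = reaction without DNA for no activity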
Target sequence (Q8N884 whole entry, looked up): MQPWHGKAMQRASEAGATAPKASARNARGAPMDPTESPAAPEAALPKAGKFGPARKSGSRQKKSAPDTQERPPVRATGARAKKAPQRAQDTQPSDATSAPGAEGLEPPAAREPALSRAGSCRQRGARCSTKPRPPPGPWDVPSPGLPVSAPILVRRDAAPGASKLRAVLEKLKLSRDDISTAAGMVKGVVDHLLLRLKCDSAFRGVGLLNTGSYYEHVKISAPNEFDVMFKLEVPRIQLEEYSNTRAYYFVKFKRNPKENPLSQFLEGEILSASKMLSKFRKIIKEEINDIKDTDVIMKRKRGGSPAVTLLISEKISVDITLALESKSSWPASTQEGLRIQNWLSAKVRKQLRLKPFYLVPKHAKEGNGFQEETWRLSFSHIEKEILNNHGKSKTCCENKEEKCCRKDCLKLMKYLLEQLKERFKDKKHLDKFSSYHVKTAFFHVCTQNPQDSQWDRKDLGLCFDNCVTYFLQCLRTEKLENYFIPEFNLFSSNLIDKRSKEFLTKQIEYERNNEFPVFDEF
mcGAS lum – inhibitors of mouse cGAS. inhibition, % at 12.5 µM. hit rate 0.15% among 160,000. recombinant cGAS, Kinase-Glo ATP depletion luminescence;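 note: 0% = negative control wells and 100% = reference inhibitor with no enzyme activity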
NPYLR7 ag – activates Aedes aegypti NPYLR7 receptor. AID 1259423. hit rate 0.15% among 270,000. HEK293T NPYLR7/Galpha15, GCaMP6s calcium fluorescence. activation, % at 10 µM; in the data active = activation above about 40%;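 note: 0% = vehicle and 100% = reference agonist at the receptor; some compounds past the cut are filed as inactive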
Numbers without * were called inactive; / = not tested or not shown. Cut-off read from the data, not from the text of the source, unless noted: active = inhibition above about 40%; inactive = the rest.

SMILES | hcGAS inh | mcGAS lum | NPYLR7 ag
COc1cccc(-n2c(SCC(=O)Nc3cc(C)on3)nc3c(c2=O)SCC3)c1 | -3.8 | -6.3 | -7.2
COc1ccc(-c2nnc(NC(=O)C(NS(=O)(=O)c3cccc(C(F)(F)F)c3)C(C)C)s2)cc1 (stereo not given) | -0.7 | -3.0 | /
CCn1cccc(-c2nnc(SCc3cccc(F)c3)n2C)c1=O | -11.2 | / | 4.4
CCc1ccc(N2NC(=O)/C(=C/c3ccc4c(c3)n(C)c(=O)n4C)C2=O)cc1 | -5.0 | 0.3 | 1.3
Cc1nc(C(=O)N2CCc3c(c(C(=O)N4CCOCC4)nn3CCc3ccccc3)C2)cs1 | -24.9 | -8.2 | 20.8
COc1ccc(CC2(CCC(=O)NCC3COc4ccccc4O3)CCC(=O)N2)c(F)c1 (stereo not given) | -7.4 | -12.6 | 19.6
CS(=O)(=O)N1CCC(C(=O)N2CCN(CC(=O)c3cccs3)CC2)CC1 | -7.3 | / | 0.3
c1coc(-c2ccccc2-c2nccn2C2CCSC2)c1 (stereo not given) | -4.5 | / | 8.4
COc1cccc(C)c1Oc1ccc2c(C3CC3)noc2n1 | -4.3 | -6.7 | -2.1
N#Cc1cc(N2CCC(S(N)(=O)=O)CC2)c2ccccc2n1 | -5.2 | / | 3.2
CC(=O)Nc1ccc(NC(=O)C=Cc2ccco2)cc1 | -11.0 | / | 13.8
CCN(CC(=O)Nc1ccc(OC)cc1)Cc1cn2ccccc2c1C#N | 3.2 | / | -7.5
COC(=O)c1cc(Cl)c2c(c1)CC(CNC(=O)C(C)Cl)O2 (stereo not given) | 5.1 | / | -17.6
CC(C)C(=O)Nc1ccc(SCCN2CCCCC2)nn1 | -4.1 | / | -0.2
CCCCc1nc(N2CCCN(C(=O)Nc3ccccc3C(F)(F)F)CC2)c2c(-c3ccc4ccccc4c3)noc2n1 | -3.8 | -5.6 | 15.8
Cc1cc(NC(=O)C=Cc2ccco2)c(C)cc1NC(=O)C=Cc1ccco1 | -6.3 | -7.9 | 1.6
O=C(c1c[nH]c2ccc(F)cc2c1=O)N1CCOC(C(F)(F)F)C1 (stereo not given) | -5.2 | -14.4 | 0.8
COCCC(=O)Nc1ccccc1C(=O)NCc1cccc(C)c1 | -3.8 | / | 7.2
COCCOC(=O)C1=C(C)N(C)C(=O)NC1c1ccccc1F (stereo not given) | 8.2 | 7.2 | -7.8
O=C(c1ccc[n+]([O-])c1)N1CCC2(CCCN(CC3CCCCC3)C2)C1 (stereo not given) | -11.0 | / | 1.5
O=C(c1csc(-c2cccnc2)n1)N1CCOC(c2ccc(Cl)cc2)C1 (stereo not given) | -6.4 | -16.1 | -0.7
Cc1c(Cl)cccc1NC(=O)Cn1c2ccccc2c(=O)c2ccccc21 | -3.7 | / | -4.2
COCC(C)NC(=O)CCc1nc2sc3c(c2c(=O)[nH]1)CCC3 (stereo not given) | -15.8 | / | 20.4
CCN1CCN(c2nc3c(c(=O)[nH]c(=O)n3C)n2CCSc2ncccn2)CC1 | -4.5 | -6.6 | 2.0
COCCn1c(=NC(=O)c2ccnn2C)sc2c(C)cc(C)cc21 | -5.2 | -4.5 | /
The list continues:
SMILES | hcGAS inh | mcGAS lum | NPYLR7 ag
O=C1CC2(CCN(Cc3ccc(OCc4ccccn4)cc3)CC2)CN1 | -8.8 | / | 0.5
CCOC(=O)C1(CCOc2ccccc2)CCN(Cc2cnn(-c3ccccc3)c2)CC1 | -1.2 | -4.9 | 6.0
COc1ccccc1-c1cc(C(=O)N2CCN(c3ccccc3C)CC2)nc2cc(C(C)(C)C)nn12 | -8.9 | -8.2 | -3.6
O=C(C(Br)=CNc1ccc(F)cc1)C(F)(F)F | -0.7 | -3.1 | 0.2
CCOC(=O)C1CCCN(C(=O)c2oc3ccc(C)cc3c2C)C1 (stereo not given) | -12.6 | / | 6.0
Oc1ccc(C(O)Cn2cc(CCc3ccccc3)nn2)cc1 (stereo not given) | -8.0 | -11.6 | 21.7
COc1cccc(-c2ccc(NC(=O)C3CCCN(Cc4cnn(C)c4C)C3)cc2)c1 (stereo not given) | -9.6 | / | 11.2
COc1ccc2cc(C3C(C(=O)OC(C)(C)C)=C(C)OC(=N)C3C#N)c(Cl)nc2c1 (stereo not given) | -7.3 | / | 0.9
CCc1csc(CNC(=O)c2ccc(N(C)C)nc2)n1 | 4.3 | / | 0.9
COc1ccc(C(=O)N2CSCC2C(=O)N(C)C2CC2)c(Br)c1 (stereo not given) | -4.5 | -16.2 | 1.4
CCc1nnc(NC(=O)CSc2nc(=O)n(CCO)c3c2CCCC3)s1 | -4.3 | -7.2 | -6.2
O=C1C(=Cc2ccco2)SC(=S)N1c1cccnc1 | 31.2 | / | 6.4
O=C(O)c1ccc(-c2ccc(/C=C3/SC(=Nc4ccccc4)N(c4ccccc4)C3=O)o2)cc1 | 0.5 | -4.5 | -12.2
NC(=O)c1cc(S(=O)(=O)N2CCCC2)ccc1OCc1ccc(F)cc1Cl | -7.1 | -14.6 | 0.9
N#Cc1cnc(Nc2ccc3c(c2)CCC3)nc1N | -4.0 | / | 3.6
COc1ccc(C(=O)N(Cc2cccc(C)c2)[C@@H]2CCCCC2NC(=O)[C@H]2CCCN2C(=O)COc2ccc(Cl)cc2)cc1 (stereo not given in full) | -4.2 | -5.1 | 6.9
C[C@@H]1O[C@@H](OC[C@H]2O[C@@H](Oc3c(-c4ccc(O)c(O)c4)oc4cc(O)cc(O)c4c3=O)[C@H](O)[C@@H](O)[C@@H]2O)[C@H](O)[C@H](O)[C@H]1O | 2.5 | / | -3.6
CCCCC(CC)C(=O)N1CCC(Cc2ccc(OC)cc2)CC1 (stereo not given) | 0.9 | -5.5 | -1.1
CCCc1n[nH]c(=S)n1CC(=O)N(C1CC1)C(C)c1ccccn1 (stereo not given) | -5.8 | / | 3.3
Cn1c(C(O)c2ccc(Cl)cc2)nc(Cl)c1Cl (stereo not given) | -2.4 | / | -2.2
COC(=O)c1ccccc1NC(=O)c1nn(-c2ccc(C)cc2)c(=O)cc1OC | -2.2 | -5.5 | 4.4
COc1ccc2c(c1)C(=O)N(C)C(=O)C2(C)C | -4.1 | / | -4.1
CC(C)Cc1nnc(C(C)Sc2nc3ncc(Cl)cc3[nH]2)o1 (stereo not given) | -10.7 | -15.6 | -3.5
Cc1noc(CN(C)Cc2cnn(C(C)C)c2)n1 | -3.5 | -10.0 | 2.6
O=S1(=O)CCN2C(SCc3ccccc3)=NSC2=N1 | -3.6 | / | 3.9
Further records follow.
SMILES | hcGAS inh | mcGAS lum | NPYLR7 ag
CCCN(Cc1nccn1C)C(=O)c1cc(CC(C)C)nn1C | -6.2 | -16.2 | 5.9
O=C(Nc1cccc2ccccc12)c1cnn2c(C(F)(F)F)cc(-c3ccccc3)nc12 | 1.0 | -3.4 | -10.5
COc1ccc(C23CC4CC(CC(C(=O)N5CCc6ccccc6C5)(C4)C2)C3)cc1 | -5.0 | / | -1.9
Cc1ccc(-n2nc(-c3ccc(C)c(C)c3)cc2C(=O)O)c(C)c1 | -2.1 | / | 13.0
CC(C)c1ccc(OCC(=O)OCC(=O)N2CCNC2=O)cc1 | 1.0 | / | 8.4
COc1ccc(CCN(C)C(=O)c2csc(CSc3nnc(C)n3-c3cccc(Cl)c3)n2)cc1OC | -16.7 | -6.7 | -2.2
COc1ccccc1-c1nnc(SC(C)C(=O)NCC2CCCO2)n1C (stereo not given) | 0.2 | / | 0.3
Cc1cccnc1N1CCN(C(=O)c2cn(CC3CCCNC3)nn2)CC1 (stereo not given) | -0.9 | / | 5.0
Cc1nc(NC(=O)C2CCCCN2S(=O)(=O)c2ccccc2)sc1C(=O)O (stereo not given) | 1.3 | -1.4 | 5.3
CC(=O)O[C@@H](C)C(=O)N1CCC(c2nc(-c3ccccc3Cl)no2)CC1 | 3.7 | 0.9 | 3.3
COc1cccc(CN2CCC2(C)C(=O)Nc2cccc(NS(C)(=O)=O)c2)c1OC (stereo not given) | -8.9 | / | 9.8
CCC(C)NC(=O)CN1CN(c2ccccc2)C2(CCN(C(=O)Nc3ccc(SC)cc3)CC2)C1=O (stereo not given) | -5.6 | -4.1 | 13.9
O=CN1CCCN(C(=O)c2ccc(-c3n[nH]c4c3COc3ccccc3-4)cc2)CC1 | -7.6 | -6.4 | /
CCCn1ccc2ccc(NC(=O)Cc3csc(C(C)C)n3)cc21 | -4.5 | -10.7 | -5.6
Cc1ccc(/C=C2N=C(/C=C\c3cccc([N+](=O)[O-])c3)OC/2=O)cc1 | -5.5 | -2.6 | 4.7
Cc1cnc(C(=O)N2CCN(Cc3ccc(-c4noc(C5CCCC5)n4)cc3)CC2)cn1 | -6.9 | -6.4 | 3.9
CC1=CC[C@@H]2CN(C(=O)C3(S(=O)(=O)c4ccccc4)CC3)C[C@@H]2C1 | -3.1 | / | 0.9
CN(CC(O)Cc1ccccc1)CC1CC(c2ccc(Cl)cc2)=NO1 (stereo not given) | 1.9 | 0.8 | -1.8
Cc1ccc(Cl)c(OC2CC3CCC(C2)N3C(=O)c2ccc(CSc3nnc(C)s3)cc2)c1 (stereo not given) | 0.7 | -3.8 | 13.9
CNCc1cn(C[C@H]2O[C@@H](CC(=O)N3CCN(c4ccccc4OC)CC3)[C@H](O)[C@@H]2O)nn1 | -4.8 | -6.2 | -8.1
CCc1nccc(CN2CCCC(CCc3ccccc3C(F)(F)F)C2)n1 (stereo not given) | -9.7 | / | -0.1
COCCCNC(=O)c1ccccc1N1CCC(NC(=O)c2ccc([N+](=O)[O-])cc2)CC1 | -3.8 | -4.9 | -4.9
O=C1OC(c2cccc(F)c2)=N/C1=C\C=C\c1ccccc1 | -0.1 | -2.5 | -1.5
CCOC(=O)N1CCN(C(=O)c2cc(-c3ccccc3Cl)nc3cc(C(C)(C)C)nn23)CC1 | -8.2 | -4.1 | 17.2
COc1ccc(-c2cn3c4ccccc4n(CCN4CCCCC4)c3n2)cc1OC | -2.2 | -3.7 | -3.4

Part of the list above, with tabs:
Structure	hcGAS inh	mcGAS lum	NPYLR7 ag
COc1cccc(CN2CCC2(C)C(=O)Nc2cccc(NS(C)(=O)=O)c2)c1OC (stereo not given)	-8.9	/	9.8
CCC(C)NC(=O)CN1CN(c2ccccc2)C2(CCN(C(=O)Nc3ccc(SC)cc3)CC2)C1=O (stereo not given)	-5.6	-4.1	13.9
O=CN1CCCN(C(=O)c2ccc(-c3n[nH]c4c3COc3ccccc3-4)cc2)CC1	-7.6	-6.4	/

New compounds follow
SMILES | hcGAS inh | mcGAS lum | NPYLR7 ag
CCOC(=O)C1CCN(C(c2ccc(OC)c(OC)c2)C2Sc3ncnn3C2=O)CC1 (stereo not given) | 0.8 | -3.5 | 11.2
CC(C)N(CC1CC1)C(=O)c1ccc(-n2cnnc2)cc1Cl | -7.3 | / | -6.8
C[C@@H]1CN(Cc2nnnn2CC(=O)N2CCN(C3CCCC3)CC2)C[C@H](C)O1 | -7.6 | / | 4.7
CC(C)(C)CN1CC(NC(=O)c2cccc(F)c2)CC1=O (stereo not given) | -10.2 | / | 10.1
CC(C)(C)c1ccc2c(c1)CC(CNC(=O)c1ccccc1C(F)(F)F)O2 (stereo not given) | -5.5 | / | 22.1
COCc1cc(C)nc(N/N=C\c2ccccc2OCc2ccccc2Cl)c1C#N | -3.7 | -5.5 | -0.2
CCOC(=O)N1CCN(C(=O)CSc2nccc3c(OC)cccc23)CC1 | -4.1 | / | -4.2
CC(C)NC(=S)N[C@H]1CCCCNC1=O | -3.1 | -4.4 | -0.1
c1ccc2c(c1)nnn2CN1CCCCC1 | -6.4 | / | 8.5

Structures above containing fluorine:
SMILES | hcGAS inh | mcGAS lum | NPYLR7 ag
COc1ccc(-c2nnc(NC(=O)C(NS(=O)(=O)c3cccc(C(F)(F)F)c3)C(C)C)s2)cc1 (stereo not given) | -0.7 | -3.0 | /
CCn1cccc(-c2nnc(SCc3cccc(F)c3)n2C)c1=O | -11.2 | / | 4.4
COc1ccc(CC2(CCC(=O)NCC3COc4ccccc4O3)CCC(=O)N2)c(F)c1 (stereo not given) | -7.4 | -12.6 | 19.6
CCCCc1nc(N2CCCN(C(=O)Nc3ccccc3C(F)(F)F)CC2)c2c(-c3ccc4ccccc4c3)noc2n1 | -3.8 | -5.6 | 15.8
O=C(c1c[nH]c2ccc(F)cc2c1=O)N1CCOC(C(F)(F)F)C1 (stereo not given) | -5.2 | -14.4 | 0.8
COCCOC(=O)C1=C(C)N(C)C(=O)NC1c1ccccc1F (stereo not given) | 8.2 | 7.2 | -7.8
O=C(C(Br)=CNc1ccc(F)cc1)C(F)(F)F | -0.7 | -3.1 | 0.2
NC(=O)c1cc(S(=O)(=O)N2CCCC2)ccc1OCc1ccc(F)cc1Cl | -7.1 | -14.6 | 0.9
O=C(Nc1cccc2ccccc12)c1cnn2c(C(F)(F)F)cc(-c3ccccc3)nc12 | 1.0 | -3.4 | -10.5
CCc1nccc(CN2CCCC(CCc3ccccc3C(F)(F)F)C2)n1 (stereo not given) | -9.7 | / | -0.1
O=C1OC(c2cccc(F)c2)=N/C1=C\C=C\c1ccccc1 | -0.1 | -2.5 | -1.5
CC(C)(C)CN1CC(NC(=O)c2cccc(F)c2)CC1=O (stereo not given) | -10.2 | / | 10.1
CC(C)(C)c1ccc2c(c1)CC(CNC(=O)c1ccccc1C(F)(F)F)O2 (stereo not given) | -5.5 | / | 22.1
